Screens (PubChem BioAssay)
VLA-4 antagonist – inhibitors of LDV-FITC ligand binding to Mn2+-activated human VLA-4 integrin. 24,000 compounds, 0.2% hits. inhibition, % at 10 µM (by protocol). Jurkat cells, LDV-FITC binding with Mn2+, flow cytometry; 100% = Mn2+-driven binding gain fully reversed. P13612. AID 529;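 active = inhibition above 50%; inconclusive = compound itself fluorescent, judged against control cell fluorescence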;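 also: 0% = Mn2+ stimulated cells lacking compound and 100% = ligand binding without Mn2+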
Target sequence (P13612 whole entry, looked up): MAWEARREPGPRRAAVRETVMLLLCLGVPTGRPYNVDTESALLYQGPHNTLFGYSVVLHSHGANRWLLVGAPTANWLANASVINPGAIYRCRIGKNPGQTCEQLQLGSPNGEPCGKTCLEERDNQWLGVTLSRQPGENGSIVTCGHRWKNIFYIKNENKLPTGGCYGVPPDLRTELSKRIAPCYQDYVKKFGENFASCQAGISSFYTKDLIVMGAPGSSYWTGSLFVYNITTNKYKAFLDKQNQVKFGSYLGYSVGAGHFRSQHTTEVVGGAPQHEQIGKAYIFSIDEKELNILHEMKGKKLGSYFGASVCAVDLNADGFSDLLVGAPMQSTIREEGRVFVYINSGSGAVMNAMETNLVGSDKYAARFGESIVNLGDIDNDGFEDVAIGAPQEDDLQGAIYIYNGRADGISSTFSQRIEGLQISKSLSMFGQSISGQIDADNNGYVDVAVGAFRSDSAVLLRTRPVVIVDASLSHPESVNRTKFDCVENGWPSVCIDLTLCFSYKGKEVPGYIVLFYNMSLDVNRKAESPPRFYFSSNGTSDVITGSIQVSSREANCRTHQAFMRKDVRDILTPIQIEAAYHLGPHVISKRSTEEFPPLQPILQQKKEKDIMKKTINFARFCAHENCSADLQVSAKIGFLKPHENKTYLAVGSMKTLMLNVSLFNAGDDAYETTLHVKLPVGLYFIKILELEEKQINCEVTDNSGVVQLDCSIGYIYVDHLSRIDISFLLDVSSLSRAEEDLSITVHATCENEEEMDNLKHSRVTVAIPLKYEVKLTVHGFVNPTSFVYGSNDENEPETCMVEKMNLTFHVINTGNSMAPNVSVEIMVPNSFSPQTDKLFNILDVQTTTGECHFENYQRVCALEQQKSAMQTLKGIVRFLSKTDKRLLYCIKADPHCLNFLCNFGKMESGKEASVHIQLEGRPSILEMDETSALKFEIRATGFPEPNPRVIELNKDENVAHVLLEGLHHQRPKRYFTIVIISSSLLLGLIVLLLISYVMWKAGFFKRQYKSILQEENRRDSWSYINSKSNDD
Autofluor Jurkat – counter-screen for VLA-4 integrin: compound autofluorescence in Jurkat cells. flow cytometry; stronger effect = higher value; 1 = vehicle-only cell background. fluorescence ratio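 (tested at 10 µM compound in the well)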. 24,000 compounds, 0.61% hits. AID 576;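 active = fluorescence ratio above 2.44, which is 1 plus 3 SD of all ratios; inconclusive = signal too bright to measure linearly, ratio around 10 or more; inactive = fluorescence ratio below 2.44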;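 also: green fluorescence of cells measured with 488 nm excitation and 530 nm emission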
VLA-4 allo ag – allosterically activates the human VLA-4 integrin | P13612 | Jurkat cells, LDV-FITC binding, flow cytometry | activation, % at 10 µM (by protocol) | 24,000 tested, under 10 active | AID 528;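 active = fluorescent ligand binding to cells raised by more than 40% of the manganese-induced maximum; inconclusive = compound's own fluorescence above 85% of the ligand control signal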;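 also: 0% = ligand binding without compound and 100% = manganese-stimulated maximal binding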
LNCaP diff act – activators of LNCaP prostate cell differentiation; 24,000 compounds, 0.56% hits; AID 795; side scatter shift, % at 10 µM; flow cytometry side scatter, 4 d;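 active = side scatter shift above 30%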;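 also: androgen-responsive LNCaP prostate cancer cells in charcoal-stripped serum medium; percent of cells past a gate set so DMSO wells show 10% shift; higher shift means more granular cells and more differentiation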
* = called active by the depositor; ? = inconclusive. Only part of the results is shown; count on the stated rates, not on these rows.

Below each compound: VLA-4 allo ag, Autofluor Jurkat, VLA-4 antagonist, LNCaP diff act
- CCCC(=O)c1cc2ccccc2oc1=O
  0.0, 1, -34.0, 0.0
- O=C1Nc2ccccc2OC1CC(=O)N1CCCC1 (stereo not drawn)
  3.0, 0.96, -9.3, 7.0
- CC(=O)N(Cc1ccco1)C1(C(=O)NC2CCCCC2)CCCCC1
  0.0, 1.03, 5.0, 5.0
- Cc1c(NC(=O)c2cc(-c3cccs3)on2)c(=O)n(-c2ccccc2)n1C
  -2.0, 1.13, 7.0, 5.0
- COc1cc(NS(=O)(=O)c2cccc3nsnc23)c(C(=O)O)cc1OC
  5.5, 1.05, -14.0, 11.0
- O=C(NCC1CCCO1)C1CCCN(S(=O)(=O)c2cccc3nsnc23)C1 (stereo not drawn)
  3.5, 1.06, 4.5, 9.0
- CC(C)(C)c1cc(CCC(=O)N2CCNCC2)c(C(C)(C)C)cc1O
  1.0, 0.97, -18.5, 2.0
- Cc1cc(C)n2nc(C(=O)NCc3ccco3)nc2n1
  3.5, 1.07, -14.0, 6.0
- COC(=O)c1ccc(CSc2ccc3nnc(-c4ccc(OC)c(OC)c4)n3n2)o1
  0.0, 1.16, 18.0, 26.0
- COc1cc(/C=c2\sc3nc(-c4ccncc4)nn3c2=O)ccc1OC(C)=O
  ?, 1.8, ?, 8.0
- COCCNC(=O)CN1C(=O)CSc2ncccc21
  2.7, 1.05, -3.7, 7.0
- Cc1ccc(Nc2cc(C)nc3nnnn23)cc1
  5.5, 1.09, -13.3, 10.0
- O=C(Cn1cnc2c(nnn2-c2cccc(Cl)c2)c1=O)N1CCCC1
  -4.0, 1.15, -5.0, 8.0
- Cn1c(C(=O)N2CCCC(C(=O)NCc3ccc4c(c3)OCO4)C2)cc2sccc21 (stereo not drawn)
  ?, 0.85, ?, 13.0
- FC(F)(F)c1cc(-c2ccco2)nc(-n2nnc3ccccc32)n1
  -1.7, 1.16, -1.0, 13.0

Below each compound: VLA-4 allo ag, Autofluor Jurkat, VLA-4 antagonist, LNCaP diff act
- CC1CCCCN1Cc1ccc(-c2nn[nH]n2)cc1 (stereo not drawn)
  5.0, 1.01, -3.0, 2.0
- COc1ccc(C2c3c(oc4ccccc4c3=O)C(=O)N2c2ccccn2)cc1OC (stereo not drawn)
  ?, 0.9, ?, 4.0
- O=C(CCN1C(=O)C2CC=C(Cl)CC2C1=O)Nc1ccccc1O (stereo not drawn)
  5.0, 1.06, -8.0, 10.0
- Cc1ccc(C(C)C)c(OCCCN2CC(C)OC(C)C2)c1 (stereo not drawn)
  -8.0, 1.02, 1.0, 6.0
- CCOC(=O)c1c(NC(=O)CN2CCCCC2)sc2c1CCCC2O (stereo not drawn)
  3.0, 1.17, 7.0, 2.0
- C=CCc1cccc(C2Nc3ccccc3C(=O)N2O)c1O (stereo not drawn)
  8.0, 0.98, -3.0, 15.0
- O=c1cc(N2CCc3ccccc32)[nH]c(=O)n1Cc1ccc(F)cc1
  7.0, 1.02, -22.0, 7.0
- CCOC(=O)c1cn(CC(=O)Nc2ccc(C(C)C)cc2)nn1
  -2.0, 1.08, 14.0, 17.0
- O=C1CN(C(=O)COC(=O)c2ccccc2NC(=O)c2ccco2)c2ccccc2N1
  ?, 1.14, ?, 1.0
- COc1ccc(CC(CC(=O)O)C(=O)Nc2ccc(OC)cc2)cc1 (stereo not drawn)
  8.0, 0.98, -4.0, 8.0
- COc1ccc(NC(=O)c2cc3n(n2)C(C(F)(F)F)CC(c2ccc4c(c2)OCO4)N3)cc1OC (stereo not drawn)
  6.0, 1.08, -25.0, 7.0
- O=C1NC(c2ccco2)Nc2sc3c(c21)CCN(Cc1ccccc1)C3 (stereo not drawn)
  ?, 1.65, ?, 5.0
- Clc1ccccc1C1SCC2Nc3ccccc3CN21 (stereo not drawn)
  -2.0, 1.19, 5.0, 16.0
- O=C(COc1ccccc1Cl)NCc1ccco1
  -1.5, 1, -4.5, 6.0
- CCC(=O)NCc1nc2ccccc2n1Cc1ccccc1F
  1.0, 1.07, 0.0, 3.0

Brought forward from above: 2 compounds; new compounds follow.
Below each compound: VLA-4 allo ag, Autofluor Jurkat, VLA-4 antagonist, LNCaP diff act
- O=C(COc1ccccc1Cl)NCc1ccco1
  -1.5, 1, -4.5, 6.0
- CCC(=O)NCc1nc2ccccc2n1Cc1ccccc1F
  1.0, 1.07, 0.0, 3.0
- Cc1ccc(-c2nc3ncccn3c2Nc2ccc3c(c2)OCO3)o1
  -4.0, 1.1, 10.0, 5.0
- CCOC(=O)N1CCN(C(=O)CN2C(=O)COc3ccc(C(C)(C)C)cc32)CC1
  -2.0, 1.08, -1.0, 7.0
- Cc1ccc(NC(=O)C2CCCNC2=O)nc1 (stereo not drawn)
  15.0, 1.04, -32.0, 18.0
- Cc1ccc(-c2ccc(CCC(=O)O)n2C(C)C)cc1
  -2.0, 1.22, -4.0, 7.0
- O=C(CNS(=O)(=O)c1cccs1)N1CCCC1
  -9.0, 0.99, -19.0, 12.0
- O=C(CSc1nc2c(c(=O)n1-c1ccc(Br)cc1)SCC2)NCC1CCCO1 (stereo not drawn)
  -6.0, 1.07, 13.0, 12.0
- Cc1ccc(NC(=O)C2CCN(S(=O)(=O)c3cccc4cccnc34)CC2)nc1
  -16.0, 1.12, 10.0, 9.0
- O=C(c1cnc(N2CCN(c3ncccn3)CC2)c2ccccc12)N1CCN(c2ncccn2)CC1
  -5.0, 1.04, 2.0, 5.0
- Cc1ccc(S(=O)(=O)NCCC(=O)N2CCN(Cc3ccccc3)CC2)cc1
  2.0, 1.03, 8.0, 12.0
- O=C(C1CCCN1S(=O)(=O)c1cccc2cccnc12)N1CCN(c2ccccc2)CC1 (stereo not drawn)
  3.0, 1.09, -5.0, 17.0
- COc1cccc(C2CC(c3ccc(Cl)cc3)n3nc(N)nc3N2)c1 (stereo not drawn)
  8.0, 1, 1.0, 3.0
- COc1cc(-c2nc(-c3ccc(Br)o3)no2)cc(OC)c1OC
  ?, 1.17, ?, 8.0
- CCOC(=O)c1cc2sccc2n1CC(=O)Nc1ccc(OC)cc1OC
  2.5, 1, 1.0, 7.0
- N#Cc1c(N)oc(-c2cccs2)c1-c1cccs1
  9.0, 1.43, -15.0, 8.0
- Cc1oc(-c2ccc(Cl)cc2)nc1CN1CCCC(C(=O)NCc2ccccn2)C1 (stereo not drawn)
  -5.0, 1.13, 18.0, 6.0

Below each compound: VLA-4 allo ag, Autofluor Jurkat, VLA-4 antagonist, LNCaP diff act
- Cc1ccc(CS(=O)(=O)CCC(=O)NCCCN2CCCC2=O)cc1
  -2.0, 0.96, 8.0, 12.0
- O=C(CCCNS(=O)(=O)c1ccccc1)NCc1ccco1
  -1.0, 0.95, -10.3, 3.0
- COc1ccccc1N1CCN(C(=O)C2CCCO2)CC1 (stereo not drawn)
  -6.5, 0.95, -8.0, 0.0
- COC(=O)c1ccc(NC(=O)CCNS(=O)(=O)c2cccc3nonc23)cc1
  -5.0, 1.1, 2.0, 2.0
- c1ccc2c(c1)nc(NCCN1CCOCC1)c1nncn12
  6.3, 1.08, -1.3, 8.0
- O=C(c1ccc2c(c1)OCO2)N(CC1CCCO1)C1(C(=O)NC2CCCC2)CCCCC1 (stereo not drawn)
  -2.0, 1.08, 8.0, 6.0
- Cc1ccc(-c2[nH]nc3c2C(c2cccnc2)C(C#N)=C(N)O3)cc1 (stereo not drawn)
  -3.0, 1.04, -2.0, 6.0
- CCCN1C(=O)c2cc(C(=O)NCc3ccc(OC)cc3)ccc2C1O (stereo not drawn)
  3.0, 0.97, 1.0, 3.0
- CCOC(=O)N1CCN(C(=O)CSc2nnc(-c3ccc(C)c(C)c3)o2)CC1
  -2.0, 1.02, 10.0, 12.0
- CCCCCn1c(=O)[nH]c2cc(C(=O)NCCCN(CC)CC)ccc2c1=O
  -3.0, 1.01, 4.0, 1.0
- O=C1NCC(O)=C1C=NCCCO
  7.8, 1.06, -3.7, 11.0
- CC(C)CC(=O)N(c1ccc(F)cc1)C1C=CS(=O)(=O)C1 (stereo not drawn)
  -6.0, 1.14, 7.0, 5.0
- CCCNC(=O)c1c[nH]c2ccc(S(=O)(=O)N(C)c3ccc(OCC)cc3)cc2c1=O
  -4.0, 1.01, 5.0, 8.0
- CCCN(CCC)CCCNC(=O)CC1Nc2ccccc2NC1=O (stereo not drawn)
  3.0, 1.12, -13.0, 8.0
- O=C(NCCS(=O)CCNC(=O)C(F)(F)F)C(F)(F)F
  0.0, 0.9, 4.0, 2.0

As entered above:
Entry for COC(=O)c1ccc(NC(=O)CCNS(=O)(=O)c2cccc3nonc23)cc1 in LNCaP diff act: 2.0
Entry for COC(=O)c1ccc(CSc2ccc3nnc(-c4ccc(OC)c(OC)c4)n3n2)o1 in VLA-4 allo ag: 0.0
Entry for CC(C)(C)c1cc(CCC(=O)N2CCNCC2)c(C(C)(C)C)cc1O in VLA-4 antagonist: -18.5
Entry for O=C(CSc1nc2c(c(=O)n1-c1ccc(Br)cc1)SCC2)NCC1CCCO1 (stereo not drawn) in LNCaP diff act: 12.0
Entry for CCCC(=O)c1cc2ccccc2oc1=O in Autofluor Jurkat: 1

Further entries.
Below each compound: VLA-4 allo ag, Autofluor Jurkat, VLA-4 antagonist, LNCaP diff act
- O=C(NCC(c1cccnc1)N1CCN(c2ccccc2F)CC1)C1CCCCC1 (stereo not drawn)
  6.0, 0.99, -3.0, 0.0
- O=C1CC(c2ccc(S(=O)(=O)NCc3ccncc3)cc2)CN1 (stereo not drawn)
  1.0, 1.05, 4.0, 10.0
- CCCC(=O)Nc1nnc(CC(=O)N2CCCC2)s1
  -0.3, 0.98, -4.7, 9.0
- Cc1nc2nc(C)c(CCC(=O)N3CCN(c4ccccn4)CC3)c(C)n2n1
  5.2, 1, 2.8, 2.0
- COc1ccc(C2=NOC(C(=O)N3CCN(c4ccccc4OC)CC3)C2)cc1 (stereo not drawn)
  2.0, 1.09, -3.0, 8.0
- Cc1cc(C(=O)NCc2cccs2)n(-c2ccccc2)n1
  -2.0, 1.1, -11.0, 1.0
- COc1cc(OC)cc(C(=O)Nn2cc(C(=O)N3CCN(C)CC3)c3ccccc3c2=O)c1
  -4.0, 1.05, 13.0, 1.0
- COc1cc(C2=NOC(C(=O)N3CCCc4ccccc43)C2)cc(OC)c1OC (stereo not drawn)
  -8.0, 1.12, 20.0, 9.0
- Cc1cc(NC(=O)CCC(=O)N(CCc2ccccc2)C(C(=O)NC2CCCC2)c2ccco2)no1 (stereo not drawn)
  1.0, 1.05, -12.0, 2.0
- Cc1c(C)[n+](=O)c2c(n1[O-])CCCCC2
  -2.5, 1.04, -16.5, 6.0
- N=c1c(C(=O)NCc2ccccc2)cc2c(=O)n3ccccc3nc2n1Cc1ccco1
  -4.0, 1.41, 7.0, 11.0
- Cc1ccc(-n2ncc3c(=O)n(CC(=O)N4CCCCCC4)cnc32)cc1
  -2.5, 1.08, 7.0, 5.0
- Cn1c2ccccc2c2c(C(=O)N3CCN(c4ccc(F)cc4)CC3)cn(C3CCCC3)c(=O)c21
  0.0, 1.23, 1.0, 1.0
- CCOC(=O)Cc1nnc(NC(=O)c2ncn[nH]2)s1
  2.5, 1.03, -24.5, 8.0
- CC(Oc1ccccc1)C(=O)N1CCCc2ccccc21 (stereo not drawn)
  -12.0, 1.03, 12.5, 17.0

Below each compound: VLA-4 allo ag, Autofluor Jurkat, VLA-4 antagonist, LNCaP diff act
- Cc1cc(=O)[nH]c(=S)n1-c1ccccc1
  4.3, 1.09, -7.7, 11.0
- CCOc1ccccc1NC(=O)c1cccc2c1C(=O)N(CCOC)C2
  2.0, 1.08, -12.0, 15.0
- COCCN1Cc2c(sc(C)c2C)N(C(=O)c2ccccc2)C1
  -1.0, 1.02, -1.0, 8.0
- O=C(C1CC1)N1CCc2cc(Br)cc(S(=O)(=O)NCCCN3CCCC3)c21
  -5.0, 1.06, 8.0, 1.0
- CCCCC(=O)Nc1cc(C)c2c(=O)oc3ccccc3c2n1
  ?, 1.46, ?, 0.0
- CC1(C)CC(=O)C(C=NC(CCC(N)=O)C(=O)O)=C(O)C1 (stereo not drawn)
  0.7, 0.99, -2.3, 5.0
- CCn1c(SCC(=O)N2CCOCC2)nc(O)cc1=O
  2.0, 1.02, -28.0, 3.0
- C=CCn1c(SCC(=O)NC2CCCCC2)nnc1-c1sc(N)nc1C
  2.0, 1.01, -15.0, 10.0
- CN(C)CCCN1c2ccccc2Sc2ccc(C(F)(F)F)cc21
  26.0, 1.01, -15.5, 12.0
- O=C(Cn1c(=O)n(Cc2ccco2)c(=O)c2cc(Cl)ccc21)NCC1CCCO1 (stereo not drawn)
  5.0, 1, -2.5, 1.0
- Nc1nc2ccc(OC(F)(F)F)cc2s1
  8.0, 1, -6.0, 4.0
